NCOA3 inh: inhibitors of human steroid receptor coactivator 3 (SRC3). Q9Y6Q9. HEK293 GAL4-SRC3 luciferase reporter, luminescence. inhibition, % at 3.6 µM. 0.17% of 360,000 active. AID 588352;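 active = inhibition above a per-campaign cutoff, the mean of all compounds plus 3 SD, cut at about 60% in these data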;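 note: 0% = DMSO-treated cells and 100% = gossypol-treated cells at 36 µM; higher means less SRC3-driven luciferase light from the GAL4 reporter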
TLR9-MyD88 block: TLR9-MyD88 interaction inhibition; CHO BLA complementation TLR9-MyD88, CCF4 FRET ratio; Q9NR96+Q99836; 0.21% of 340,000 active; inhibition, % at 4.98 µM; AID 504734;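 active = inhibition above the mean over all tested compounds plus 3 SD, cut at about 21% in these data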;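 note: 0% = DMSO only wells and 100% = clavulanate BLA inhibitor control wells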
NCOA2 inhibitor: human SRC2 (NCOA2) inhibition; Q15596; HEK293 GAL4-SRC2 luciferase reporter, luminescence; inhibition, % at 9 µM; 0.17% of 370,000 active; AID 651957;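 active = inhibition above the mean inhibition of all tested compounds plus 3 SD, set per campaign, cut at about 52% in these data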;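 note: 0% = DMSO treated cells and 100% = cells given Gossypol at 36 µM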
COUP-TFII inh: inhibitors of human COUP-TFII (NR2F2). AID 686940. HEK293T NGFI-A luciferase reporter, luminescence. 0.7% of 370,000 active. inhibition, % at 8.6 µM;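 active = inhibition above a per-plate cutoff, mean inhibition of test wells between control levels plus 3 SD, cut at about 38% in these data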;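 note: cells cotransfected with COUP-TFII expression vector driving the NGFI-A reporter; 0% = median of COUP-TF2 test wells and 100% = reporter-only cells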
NOD2 RIPK2 PPI: inhibitors of human NOD2-RIPK2 interaction; 0.38% of 360,000 active; inhibition, % at 4.98 µM; CHO BLA complementation NOD2-RIPK2, CCF4 ratio; O43353; in the data active = inhibition above about 21%;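 note: 0% = vehicle only and 100% = reference blocker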
Target sequence (O43353 whole entry, looked up): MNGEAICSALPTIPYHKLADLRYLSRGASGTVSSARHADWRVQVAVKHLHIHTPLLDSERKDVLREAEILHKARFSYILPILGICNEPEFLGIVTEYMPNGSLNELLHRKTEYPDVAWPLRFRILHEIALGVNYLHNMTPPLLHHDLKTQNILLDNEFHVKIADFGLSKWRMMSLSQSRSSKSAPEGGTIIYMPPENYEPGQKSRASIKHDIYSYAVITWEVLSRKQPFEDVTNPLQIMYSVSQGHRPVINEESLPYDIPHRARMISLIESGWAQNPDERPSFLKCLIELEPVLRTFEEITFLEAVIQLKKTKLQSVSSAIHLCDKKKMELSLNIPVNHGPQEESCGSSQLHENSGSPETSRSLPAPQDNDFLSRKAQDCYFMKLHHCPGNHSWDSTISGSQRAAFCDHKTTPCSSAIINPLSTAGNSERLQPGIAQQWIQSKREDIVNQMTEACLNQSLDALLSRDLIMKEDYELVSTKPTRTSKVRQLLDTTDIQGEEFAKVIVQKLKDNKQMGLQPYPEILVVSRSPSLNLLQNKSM
TWEAK Fn14 block: inhibitors of TWEAK-Fn14 interaction signaling | TWEAK-stimulated Fn14 reporter cells, luciferase luminescence, 8 h | 2% of 360,000 active | inhibition, % at 10 µM | AID 1159606; in the data active = inhibition above about 50%
TROY signal inh: inhibitors of TROY-dependent NF-kB signaling; 0.98% of 360,000 active; inhibition, % at 10 µM; Q293 LMP1-TROYcd NF-kB luciferase reporter, 4 h;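 active = compounds whose plate-normalised and pattern-corrected inhibition of the luciferase reporter signal at the single screening dose is 50% or more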
LMP1 NFkB inh: Epstein-Barr LMP1 NF-kappaB reporter inhibition | inhibition, % at 12.5 µM | LMP1-induced NF-kappaB luciferase reporter cells, luminescence | 0.69% of 350,000 active; in the data active = inhibition above about 41%;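 note: 0% = neutral control wells and 100% = reference inhibitor control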
NCOA1 inh: inhibits human SRC1 coactivator; AID 588354; inhibition, % at 3.6 µM; HEK293 GAL4-SRC1 luciferase reporter, luminescence; 0.12% of 360,000 active; Q15788;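 active = inhibition above the campaign mean plus 3 SD, with each screening campaign given its own cutoff, cut at about 60% in these data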;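 note: 0% = DMSO treated cells and 100% = gossypol at 36 µM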
TRAIL sens C8: sensitizes caspase-8 expressing cells to TRAIL; 1% of 360,000 active; AID 624354; inhibition (viability loss, TRAIL sensitization), % at 10 µM; NB7+C8 cells + TRAIL, ATPlite viability luminescence;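 active = compounds causing at least 50% loss of cell viability in the single-dose screen, relative to plate controls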
LRH-1 inv ag: NR5A2 inverse agonism in reporter assay | 0.13% of 360,000 active | O00482 | AID 602396 | HEK293T StAR-luciferase reporter, LRH-1 transfected, 24 h | inhibition, % at 3.6 µM;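 active = inhibition above the mean inhibition of all tested compounds plus 3 SD, cut at about 73% in these data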;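 note: 0% = DMSO wells and 100% = reporter-only cells lacking LRH-1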
Target sequence (O00482 whole entry, looked up): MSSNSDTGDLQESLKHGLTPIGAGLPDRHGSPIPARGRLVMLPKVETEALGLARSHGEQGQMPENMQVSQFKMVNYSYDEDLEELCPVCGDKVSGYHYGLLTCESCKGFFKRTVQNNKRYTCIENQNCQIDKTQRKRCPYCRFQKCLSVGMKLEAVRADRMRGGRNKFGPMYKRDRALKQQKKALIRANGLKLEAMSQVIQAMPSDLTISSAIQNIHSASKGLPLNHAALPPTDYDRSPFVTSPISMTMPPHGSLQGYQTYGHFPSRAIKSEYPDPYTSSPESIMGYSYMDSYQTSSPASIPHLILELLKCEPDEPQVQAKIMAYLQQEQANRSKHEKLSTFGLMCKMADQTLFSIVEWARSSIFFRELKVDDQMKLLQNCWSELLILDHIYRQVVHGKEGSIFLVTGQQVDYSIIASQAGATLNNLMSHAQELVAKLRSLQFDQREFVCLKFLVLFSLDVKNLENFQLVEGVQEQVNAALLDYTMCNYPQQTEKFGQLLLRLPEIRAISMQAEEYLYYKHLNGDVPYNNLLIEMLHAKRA
Starred values were filed as active, the others as inactive; . = no result given. Only part of the results is shown. The share of hits here may be higher or lower than overall.

Values run as follows: TRAIL sens C8 | LRH-1 inv ag | LMP1 NFkB inh | NCOA1 inh | NOD2 RIPK2 PPI | NCOA2 inhibitor | TROY signal inh | TLR9-MyD88 block | COUP-TFII inh | TWEAK Fn14 block | NCOA3 inh
CC1CCN(C(=O)Cn2cnc3c(cnn3C(C)(C)C)c2=O)CC1
 : -9 | -92 | -11 | -75 | -1 | -28 | -29 | 0 | -49 | 12 | -51
Cc1ccc(-c2cc(C(=O)Nc3nccs3)c3ccccc3n2)c(C)c1
 : 2 | 16 | 5 | 3 | -4 | 21 | 2 | 7 | 10 | 45 | 13
O=C(NC(=S)Nc1cccnc1Cl)c1ccc(Cl)cc1
 : 5 | -120 | -31 | -97 | 1 | -91 | 13 | 4 | -47 | 27 | -88
O=C(Nc1ccc(N2CCOCC2)cc1)c1cccc2ccccc12
 : 15 | -1 | -7 | -23 | 4 | -10 | -18 | -1 | 2 | 19 | -15
COc1cccc(OC)c1C(=O)Nc1nc(COc2ccccc2)cs1
 : -2 | -7 | 11 | -2 | -6 | -3 | 40 | -2 | 7 | 34 | -5
CC(=O)Nc1ccc(NC(=O)C(C)OC(=O)C2CC(=O)N(CCc3ccccc3)C2)cc1 (centres undefined)
 : 4 | 15 | 1 | -2 | -6 | -5 | -5 | -4 | 1 | 8 | 2
CC(=O)N(c1ccccc1)C(C(=O)c1ccccc1)c1ccccc1 (centres undefined)
 : 5 | 26 | 4 | -3 | 12 | 7 | -1 | -4 | 10 | 3 | 22
Cc1ccc(NS(=O)(=O)c2ccc(Cl)nc2)c(C)c1
 : 4 | 9 | 4 | -14 | -6 | 3 | -7 | -67 | 11 | 3 | -1
CC1CCC(NC(=O)c2cccc(S(=O)(=O)N3CCN(c4ccc(F)cc4)CC3)c2)CC1 (centres undefined)
 : 13 | -51 | 5 | -73 | 9 | -47 | 3 | 3 | -13 | -5 | -36
Cc1cc[n+](C(C)C(=O)c2ccc(Cl)cc2)cc1 (centres undefined)
 : -1 | -13 | 2 | 5 | -26 | -35 | -8 | 15 | -6 | 1 | -3
O=C(O)C1=C[C@H](c2ccc3c(c2)OCO3)C[C@H](OCc2ccc(CO)cc2)O1
 : 6 | -15 | 0 | -14 | 6 | -16 | 9 | 2 | -16 | -2 | -15
Nn1c(Cc2ccc(Br)cc2)n[nH]c1=S
 : -3 | 3 | -16 | 16 | 2 | 7 | 15 | -11 | -6 | 10 | 3
Cc1ccc(CN2[C@@H](c3ccccc3)COCCS2(=O)=O)cc1
 : -12 | -1 | -3 | 0 | 2 | -4 | -17 | -4 | 19 | -1 | 4
CNc1nc(N/N=C/c2ccc([N+](=O)[O-])cc2)nc(Nc2ccccc2)n1
 : 4 | 19 | 0 | -7 | -6 | 3 | 14 | 14 | 13 | 14 | -7
CCOC(=O)C1CN(S(=O)(=O)c2cccc(C(F)(F)F)c2)c2cc(CC(=O)OC)ccc2O1 (centres undefined)
 : 0 | -12 | -3 | -1 | 1 | -21 | 7 | 5 | 0 | -12 | 9
COc1ccc(CNC(=O)c2c(O)c3cccc4c3n(c2=O)CCC4)cc1
 : -4 | 9 | 3 | 3 | -3 | 0 | 25 | -2 | -2 | -6 | -10
CC1(C(=O)NCc2ccccc2)Cc2c(-c3ccc4c(c3)OCO4)ccnc2O1 (centres undefined)
 : 14 | 12 | . | 9 | 11 | 4 | 7 | . | -57 | -20 | -26
Cc1ccc(NC(=O)c2ccc3c(c2)CCN3S(C)(=O)=O)c(C)c1
 : -7 | -11 | -8 | 1 | -9 | -46 | -22 | -13 | -27 | -30 | -29
O=C(/C=C/[C@H]1O[C@@H](n2cnc3c(NC(=O)c4ccccc4)ncnc32)[C@H](O)[C@@H]1O)NCc1cccs1
 : -17 | -16 | . | -5 | -2 | -2 | 16 | . | 2 | -4 | 15
O=C(COc1ccc2ccc(=O)oc2c1)Nc1ccc(CN2CCOCC2)cc1
 : -5 | -2 | 5 | -3 | -4 | -8 | 19 | 20 | 18 | 7 | -2
COCc1c(C(=O)N2CCN(CCOc3ccccc3)CC2)oc2ccccc12
 : -9 | 8 | -3 | -6 | -1 | 11 | 13 | 8 | 9 | -8 | 14
Oc1ccc(N=Nc2c(O)ccc3ccccc23)cc1
 : 18 | -12 | -8 | 6 | 4 | -20 | 11 | 9 | -8 | 35 | 0
Cc1cccc(C)c1NC(=O)CN(C)C(=O)C1CC(=O)N(c2cccc3ccccc23)C1 (centres undefined)
 : -2 | -11 | 0 | -1 | -1 | 11 | -9 | -1 | -2 | 3 | -7
COc1ccc(OC)c(S(=O)(=O)NCCCN2CCOCC2)c1
 : 3 | -21 | -7 | 4 | -1 | 2 | 2 | -9 | -2 | -8 | 7
O=C(CSc1nc(=O)n2ccccc2n1)NCc1ccccc1Cl
 : 3 | 12 | 1 | -10 | 0 | 8 | 2 | 7 | 3 | 16 | 5
Cc1ccc(C)n1-c1ccc(C(=O)NCc2cccnc2)cc1
 : -8 | -6 | -22 | -6 | -11 | . | -4 | -7 | . | 16 | -22
Nn1c(-c2cccs2)nc2sc3c(c2c1=O)CCCC3
 : 41 | -106 | -36 | -97 | 12 | -32 | -19 | 0 | -9 | 29 | -81
Cn1c2ccccc2c2cnn(CC(=O)Nc3ccc(Cl)cc3)c(=O)c21
 : 3 | 8 | -10 | -13 | -3 | 5 | 3 | 7 | -9 | -10 | 4
COc1ccc(CCN2C(=S)N(c3ccc(Cl)cc3)C(=O)C2CC(N)=O)cc1OC (centres undefined)
 : -11 | 5 | 3 | -49 | 1 | 18 | -1 | 1 | 0 | -2 | 13
COc1ccc(/C(N)=N/OC(=O)N2CCOCC2)cc1
 : 0 | 7 | 90* | -38 | -4 | -8 | -18 | -2 | -10 | -7 | 4
Cc1ccccc1C(=O)Nc1cccc(C(=O)N/N=C/c2ccc3c(c2)OCO3)c1
 : 33 | -13 | -37 | -58 | 2 | -40 | -12 | 10 | -27 | -20 | -39
COc1cc(C(=O)NC(C(=O)Nc2cccc(C(C)=O)c2)C(C)C)cc(OC)c1OC (centres undefined)
 : -6 | 5 | 6 | -5 | -5 | -2 | -5 | 3 | -13 | 2 | 5
CCOC(=O)c1cc(C#N)c(N2CCOCC2)nc1-c1ccccc1
 : -2 | 37 | -4 | -21 | 2 | -17 | -7 | 0 | 0 | -4 | 3
COc1ccc(N2C(=O)C3C4c5ccccc5C(C=Nc5ccc(C)cc5C)(c5ccccc54)C3C2=O)cc1 (centres undefined)
 : -9 | -2 | 12 | -3 | -15 | 11 | 14 | 6 | 6 | 18 | 19
Cc1ccsc1C(=O)NNC(=O)CCN1CCN(c2ccccc2)CC1
 : -21 | 8 | -6 | 0 | -13 | -21 | -14 | 5 | 6 | 9 | 8
Cc1cc(SCC(=O)N2CCCC2=O)nc2ccccc12
 : -32 | 8 | -10 | 13 | 1 | -2 | 2 | 0 | -3 | 20 | -7
CC(C)C[C@H](NC(=O)[C@H]1N2C(=O)c3ccccc3C2SC1(C)C)C(=O)N[C@@H](Cc1ccccc1)C(=O)O (some centres undefined)
 : -2 | -21 | 18 | 6 | 6 | -29 | 0 | -17 | -2 | 3 | 16
O=C(NCC(c1ccco1)N1CCCC1)c1ccc(S(=O)(=O)Nc2ccc(F)cc2)cc1 (centres undefined)
 : 24 | -19 | 2 | -10 | -4 | 10 | -8 | -2 | 11 | 8 | 3
c1ccc(-c2csc(Nc3cccnc3)n2)cc1
 : -7 | 9 | -31 | -48 | -4 | -44 | -51 | 5 | -40 | 13 | -57
CC(=O)Nc1cccc(C(=O)N(Cc2ccccc2)Cc2ccccc2)c1
 : 1 | -11 | -2 | 10 | 0 | -2 | 10 | -5 | -2 | 2 | 2
CCNC(=S)N1CCC(NC(=O)c2ccco2)CC1
 : -5 | 11 | -2 | -15 | 7 | -28 | -10 | 8 | -4 | -9 | -3
CCC(C)[C@H](NC(=O)NCc1ccccc1)C(=O)O (some centres undefined)
 : -24 | -1 | -2 | -19 | -6 | -1 | -1 | -4 | 11 | -7 | 1
CC[N+](CC)(CCCCS(=O)(=O)[O-])CCNP1(=O)C=C(c2ccccc2)OC(c2ccccc2)=C1
 : -9 | 16 | -2 | -17 | -5 | 27 | -3 | -12 | 17 | 16 | 11
Cc1cc2c(c(=O)n1Cc1ccco1)C(c1cccnc1)C(C#N)=C(N)O2 (centres undefined)
 : 3 | 4 | 0 | -6 | -5 | -5 | -13 | -12 | 4 | -12 | -24
COc1ccc(C2=NOC(C(=O)N3CCCCCC3)C2)cc1OC (centres undefined)
 : 12 | 20 | -4 | -6 | -7 | . | 6 | -5 | . | 4 | -3
O=C(c1ccc(F)cc1)N1CCN=C1c1ccccc1
 : -10 | 10 | 0 | 17 | -1 | -4 | -7 | 11 | -7 | 7 | 2
O=[N+]([O-])c1ccc(N2CCN(S(=O)(=O)c3cnc[nH]3)CC2)cc1
 : 2 | 27 | 0 | 9 | -2 | -23 | -8 | -1 | 0 | 11 | -9
COC(=O)C(F)(F)Sc1c(C)[nH]c2ccccc12
 : 6 | 18 | 3 | 2 | -4 | 12 | 5 | -2 | 1 | 19 | -3
COc1ccc(N2C(=O)NC(NC(=O)c3cccnc3)(C(F)(F)F)C2=O)cc1 (centres undefined)
 : 2 | 5 | 1 | -8 | -8 | 19 | 0 | 4 | -5 | -7 | 25
COc1cscc1C(=O)O
 : -7 | 4 | 1 | -4 | 5 | -32 | -4 | -3 | 27 | -9 | 10

(list continues)
Values run as follows: TRAIL sens C8 | LRH-1 inv ag | LMP1 NFkB inh | NCOA1 inh | NOD2 RIPK2 PPI | NCOA2 inhibitor | TROY signal inh | TLR9-MyD88 block | COUP-TFII inh | TWEAK Fn14 block | NCOA3 inh
C=CCNc1sc(C(=O)c2ccccc2)c(N)c1-c1nc2ccccc2s1
 : 1 | -32 | -6 | -26 | 2 | . | -12 | -5 | . | -10 | -32
CCCn1c(C(C)Nc2nc(-c3ccc(Cl)c([N+](=O)[O-])c3)cs2)nc2ccccc21 (centres undefined)
 : -8 | -10 | 6 | -20 | 3 | -23 | -15 | -1 | -3 | 4 | -1
CCN(Cc1ccncc1)Cc1ccc(Br)cc1
 : -12 | -3 | -2 | -49 | -4 | 5 | 13 | -3 | -17 | 7 | 4
COc1ccc(N(CC(=O)NCCSC2CCCCC2)S(C)(=O)=O)c(OC)c1
 : -12 | 14 | -6 | -11 | -1 | -4 | 15 | -2 | 6 | -10 | -4
O=C(CSc1nc2ccccc2c(=O)n1CC1CCCO1)Nc1ccc(F)cc1 (centres undefined)
 : 6 | 31 | -1 | 2 | -6 | 0 | 3 | 0 | 8 | 7 | -19
COc1ccc(N(CC(=O)NCc2ccc(F)cc2)C(=O)CCC(=O)Nc2ccccn2)cc1
 : 14 | -6 | -5 | -21 | 1 | -14 | -4 | -4 | -16 | 5 | 12
Cc1cccc(C(=O)OCC(=O)NC2CCCCCCC2)c1
 : -10 | -4 | -1 | -5 | -3 | 27 | -32 | -7 | 4 | -12 | -42
